# Screening results as filed in PubChem.
# CaV13 FRET inh: Primary screen for inhibitors of IQ motif and Ca2+-dependent inactivation inhibitor domain binding in CACNA1D, Förster resonance energy transfer in living cells, …. inhibition, % at 12.3 µM. 340,000 compounds, 0.098% hits. AID 743397. HEK cells, CFP/YFP FRET ICDI-IQ, plate reader, 10 min; percent FRET-ratio fall versus neutral wells;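 active means mean replicate inhibition of at least 30% and at least 1% of replicates passing that level; inconclusive means only one of the two criteria is met; inactive means neither criterion is met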;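 further: 0% = median of the neutral control wells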
# aDG glyco up: activators of alpha-DG glycosylation, primary screen, uHTS, Pro5-aDG cells, AlphaScreen; activation, % at 10 µM; alpha-DG glycosylation AlphaScreen (IIH6); 0% Pro5, 100% B10-LARGE cell signal; 360,000 compounds, 0.22% hits;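 active means activation of at least 8% versus controls, or a plate z-score of at least 8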;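 further: Pro5 are CHO cells carrying HIG-tagged alpha-DG that lacks glycosylation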
# PDI turbidity: inhibitors of human PDI, primary screen, biochemical, turbidity, single point, plate reader | inhibition, % at 10 µM | AID 588391, 2011 | PDI insulin aggregation turbidity, A650, 90 min | 350,000 compounds, 0.052% hits;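 active means mean inhibition across replicates of 30% or more, whatever share of single replicates reach that level; inconclusive means mean inhibition below 30% while every single replicate reaches 30%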;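 further: absorbance from insulin aggregation driven by PDI reduction with DTT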
# Target sequence (P07237 whole entry, looked up): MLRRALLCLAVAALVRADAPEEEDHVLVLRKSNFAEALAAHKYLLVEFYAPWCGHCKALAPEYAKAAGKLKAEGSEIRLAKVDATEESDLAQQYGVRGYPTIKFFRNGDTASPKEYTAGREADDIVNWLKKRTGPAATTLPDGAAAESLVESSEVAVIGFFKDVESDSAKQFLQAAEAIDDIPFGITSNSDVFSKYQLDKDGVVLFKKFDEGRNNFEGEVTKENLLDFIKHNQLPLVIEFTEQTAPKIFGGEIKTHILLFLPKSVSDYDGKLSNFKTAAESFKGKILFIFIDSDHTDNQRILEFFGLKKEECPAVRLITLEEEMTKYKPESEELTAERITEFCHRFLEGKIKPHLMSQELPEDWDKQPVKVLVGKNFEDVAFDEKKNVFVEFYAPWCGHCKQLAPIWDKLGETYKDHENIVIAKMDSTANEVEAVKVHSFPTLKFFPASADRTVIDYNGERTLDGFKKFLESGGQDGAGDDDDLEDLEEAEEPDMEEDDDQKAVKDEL
# NR2E3 ag-1: NR2E3 agonists in two-hybrid cells, primary screen, cell-based, luminescence, CHO-S, Gal4-NCOR/VP16-NR2E3; 360,000 compounds, 0.35% hits; luciferase; AID 602229, 2012; inhibition of corepressor binding, % at 3.98 µM;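 active means inhibition above the mean of all tested compounds plus 3 SD, cut at about 70% in these data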;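 further: 0% = DMSO with NR2E3 transfected cells and 100% = cells lacking NR2E3 construct; higher means lower luciferase signal from less NR2E3 corepressor binding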
# Target sequence (Q9Y5X4 whole entry, looked up, the tested form may be a part): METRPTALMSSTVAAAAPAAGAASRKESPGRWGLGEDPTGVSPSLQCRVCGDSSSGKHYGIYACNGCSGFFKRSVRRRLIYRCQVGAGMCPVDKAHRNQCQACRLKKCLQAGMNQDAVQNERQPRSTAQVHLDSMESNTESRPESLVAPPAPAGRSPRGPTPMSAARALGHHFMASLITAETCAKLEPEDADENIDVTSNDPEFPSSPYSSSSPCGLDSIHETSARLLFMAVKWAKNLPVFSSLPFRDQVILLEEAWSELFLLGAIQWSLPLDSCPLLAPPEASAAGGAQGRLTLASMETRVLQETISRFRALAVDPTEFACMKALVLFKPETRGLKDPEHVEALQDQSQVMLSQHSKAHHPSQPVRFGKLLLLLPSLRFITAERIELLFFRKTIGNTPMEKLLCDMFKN
# NR2E3 ag-2: inhibitors of NR2E3-RetCOR corepressor binding, primary screen, NR2E3 agonist project, biochemical, TR-FRET, GST-NR2E3, biotin-RetCOR. 1536-well. inhibition of corepressor binding, % at 4.78 µM. 320,000 compounds, 0.12% hits. AID 2300, 2010;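 active means percent inhibition above the cutoff of mean plus 3 SD of all tested compounds, set per screening campaign, cut at about 20% in these data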;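 further: 0% = DMSO wells and 100% = biotin wells as full block of FRET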
#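 Material – GST-tagged NR2E3 plus biotinylated RetCOR corepressor · Quantity – NR2E3 fusion 1.35 nM · Times – 5 h incubation at 4 °C · Medium – pH 7.5 Tris-based buffer · Technique – TR-FRET, Eu(K)-anti-GST donor, streptavidin-D2 acceptor, ex 340, em 617/671 nm · Benchmarks – high control biotin, low control 0.6% DMSO · Format – 1536-well plates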
# MITF TRPM1 inh: inhibitors of MITF-dependent TRPM1 promoter reporter, primary screen, cell-based, SK-MEL-5, single point, luciferase | SK-MEL-5 TRPM1 promoter luciferase, 24 h | inhibition, % at 12.5 µM | 330,000 compounds, 0.83% hits | AID 488899, 2010;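 active means mean inhibition across replicates of 60% or more, whatever share of single replicates reaches that level; inconclusive means some that reach 60%, reason not given; inactive means mean inhibition across replicates below 60%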; further: values of inactives mirror those of a sister screen read the other way
# Vif imaging: HIV Vif self-association inhibitors, primary screen, imaging, HEK293T, single point; 340,000 compounds, 0.35% hits; AID 602346, 2012; inhibition, % at 7.49 µM; HEK293T cells, Vif self-association by quenched fluorescence, 24 h; in the data active means inhibition above about 50%, passing the limit was not always enough; inconclusive means no clear call, values can overlap the other calls; inactive means below about 31%; further: some results filed as inactive read as strong as hits
# Granule exo inh: LAMP-1 surface exposure blockers, TALL-104 cells – cell-based, flow cytometry, MLPCN library, primary screen; TALL-104 LAMP-1 surface exposure; cells stimulated with thapsigargin and PMA; inhibition, % at 10 µM; 360,000 compounds, 0.66% hits; AID 651702, 2012;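 active means inhibition above about 55%, limit read from the data; inconclusive means no clear call, values can overlap the other calls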
# HIF-2a block: HIF-2a reporter inhibitors, primary screen, luminescence, 786-0 RCC cells; inhibition, % at 18.8 µM; AID 624352, 2012; 786-0 RCC cells HIF-2a reporter, luciferase luminescence, overnight; 360,000 compounds, 0.72% hits;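 active means inhibition of the luminescence signal of 40% or more relative to plate controls, in a single-dose primary screen at 18.75 µM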
# iPSC survival up: enhancers of single-cell hiPSC survival, primary screen, ATPlite luminescence; 100% = ROCK inhibitor wells, 0% = DMSO; survival enhancement, % at 20 µM; 360,000 compounds, 0.044% hits; AID 602274, 2012; in the data active means survival enhancement above about 18%;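 further: cells exposed to compounds for 16 hours before the ATP read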
# Peg3 prom inh: Peg3 promoter-driven luciferase inhibitors, primary screen, cell-based, HeLa, luciferase luminescence | inhibition, % at 20 µM | HeLa PEG-Prom luciferase reporter, overnight | 360,000 compounds, 1.7% hits;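 active means inhibition of at least 50% at 20 µM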
# Starred values were filed as active, the others as inactive; ? = inconclusive; / = no result given.
SMILES,CaV13 FRET inh,aDG glyco up,PDI turbidity,NR2E3 ag-1,NR2E3 ag-2,MITF TRPM1 inh,Vif imaging,Granule exo inh,HIF-2a block,iPSC survival up,Peg3 prom inh
CCCCCCCCCCCCN1[C@@H](CC(C)=O)c2cc(F)ccc2S1(=O)=O,-4,0.9,-4,13,1,8,0,-2,11,-0.3,12
COC(=O)Cc1[nH]nc2c1C(c1cc(OC)c(OC)c(OC)c1)C(C#N)=C(N)O2 (stereo not given),-5,0.1,-2,-8,1,-9,8,-4,4,2.5,-1
N#Cc1c2c(c(NCc3ccco3)n3c1nc1ccccc13)CCC2,/,0.2,-8,5,1,-2,?,0,7,-0.7,24
Cc1ccc(OCC(=O)Nc2ccc(N3CCN(C(=O)c4ccco4)CC3)cc2)cc1C,-1,0.5,2,7,3,6,-6,-2,9,-0.4,19
CCC(OCC(O)CN1CCN(CCN2C(=O)c3cccc4cccc(c34)C2=O)CC1)c1ccccc1 (stereo not given),-5,1.5,9,-11,-3,10,-7,0,-6,-1.8,40
O=C(CNc1ccc(F)cc1Cl)Nc1cccc(S(=O)(=O)N2CCCCC2)c1,-7,0.0,6,-18,0,1,-6,-2,-47,-0.2,-16
Cc1ncc(C[n+]2csc(C)c2C)c(N)n1,-17,-0.2,3,7,1,-1,7,21,12,-0.5,7
COc1ccccc1N(C)S(=O)(=O)c1ccc(C(=O)OCC(=O)N(C(C)C)C(C)C)cc1,0,-0.1,-7,4,-3,-4,12,-7,12,4.2,40
Cn1cnnc1SCC(=O)NNC(=O)COc1ccc(Br)cc1,0,-0.3,-2,-10,1,11,-14,1,13,1.2,10
O=C(NCc1ccccn1)C1CCN(Cc2cccc(OCc3ccccc3)c2)CC1,-18,-0.1,7,-27,-2,-6,2,1,1,0.2,-6
CN(C(=O)CC1C(=O)NCCN1Cc1ccc(F)cc1)C1CCOCC1 (stereo not given),-5,-0.2,-4,-18,-2,3,-2,0,16,0.0,7
O=C(COc1ccccc1)NNC(=O)c1cc2ccccc2o1,-7,-0.5,-21,-35,-3,-14,-4,0,4,0.7,4
COC(=O)c1cc(OC)c(OC)cc1NC(=S)N1CCN(c2ccccc2)CC1,-7,2.9,-1,-18,-1,-2,-10,-1,3,-0.4,16
Cc1cc2nc(C(F)(F)F)[nH]c(=O)n2n1,/,-0.1,-10,-12,-3,-3,1,0,12,-1.2,13
O=C(O)c1cccc(Cn2cc(Cl)cn2)c1,/,-0.1,-3,0,-4,-2,-53,15,-4,-5.6,14
Cc1ccc(C(=O)COC(=O)CCc2nc3ccccc3[nH]c2=O)cc1C,-4,0.1,6,5,1,4,1,2,10,-0.5,-9
Cn1nc(-c2ccccc2)c(CO)c1Sc1ccccc1,-7,0.0,-1,2,-3,-8,-17,1,-17,0.6,1
Cc1ccccc1NS(=O)(=O)c1ccc(C(=O)NCC(C)(C)N2CCOCC2)cc1,-6,0.3,-4,-3,-2,23,-17,1,3,0.0,18
CN1/C(=C/C=C(/C#N)C(N)=O)C(C)(C)c2ccccc21,/,-0.1,4,-113,-1,8,-6,2,-23,-2.1,6
CN(CC(=O)Nc1cccc(F)c1)C(=O)CSc1ccccc1,-7,0.0,-3,-32,-1,-5,-11,-2,-9,-0.4,2
CCC(CC)CN1CCN=C1Nc1ccccc1,-11,0.6,-5,-30,1,1,-4,-3,4,-2.1,-8
Cc1ccc2cc(C(c3nnnn3Cc3ccccc3)N3CCc4ccccc43)c(=O)[nH]c2c1 (stereo not given),-3,0.0,-9,-39,2,7,-1,-2,3,-1.1,28
CN1CCN(c2ccc(CNC(=O)c3cccc4c(-c5ccc(F)c(F)c5)coc34)cc2)CC1,/,4.1,-17,-36,/,/,-4,48,-46,-3.1,73*
CC(=O)N1CCN(C(=O)CN2C(=O)NC(C)(c3ccc4ccccc4c3)C2=O)CC1 (stereo not given),-18,0.0,-3,-21,3,/,-1,-1,11,1.2,-6
Cc1ccc(NCC(=O)N/N=C\c2ccc([N+](=O)[O-])o2)cc1,-7,0.9,-7,5,0,68*,0,-1,-9,-3.0,2
CCOC(=O)C1(C)CCN1C(=O)c1ccc(SC(F)(F)F)cc1 (stereo not given),-10,-0.3,-3,5,/,/,-8,-2,-1,3.1,1
C=CCNc1oc(-c2cccs2)nc1C#N,-7,-0.2,4,9,-2,-1,-1,-5,-66,9.6,-45
CC1=NN(/C(=N\c2nnc(C)s2)Nc2ccccc2)[C@H](c2cccc3ccccc23)S1,-8,0.6,3,-6,-3,2,/,3,20,-1.1,22
COC(=O)c1ccc(/C=N/NC(=O)C2CC(=O)N(c3ccc(F)cc3)C2)cc1 (stereo not given),-7,0.2,1,-32,0,10,2,-9,11,-0.1,8
Cc1cccc(NC(=O)Cc2nc(-c3c[nH]c(C(=O)N4CCCC4)c3)cs2)c1,-4,0.6,-7,-7,/,33,-16,2,-5,-0.5,15
O=[N+]([O-])c1cccc(-c2ccn[nH]2)c1,-5,0.0,-1,-6,1,-16,-2,6,-6,-0.6,-7
COc1cc(NC(=O)CCc2nnc3ccc(N4CCCCC4)nn23)cc(OC)c1OC,-8,-0.1,3,2,4,6,7,1,1,-0.4,-12
CCN1CCN(c2ccc(NC(=O)COc3ccc(Cl)cc3C)cc2)CC1,-5,5.2*,-4,-14,/,/,1,-2,-11,2.4,20
CCOc1ccc(NC(=O)COC(=O)CCC(=O)c2cccs2)cc1,-3,-0.1,7,26,2,-8,-14,0,2,-3.4,-6
O=C(CNc1ccc(Br)cc1)Nc1ccc(S(=O)(=O)N2CCCCC2)cc1,-7,-0.2,-1,-32,/,/,-2,1,5,-0.9,13
CCOc1ccc(-n2c(N)c(C(=O)NCc3ccco3)c3nc4ccccc4nc32)cc1,/,0.0,-3,-18,0,-19,-8,-1,0,5.1,34
CCOc1cc(/C=C/c2ccc3cccc([N+](=O)[O-])c3n2)ccc1OCC(=O)N(C)C,-7,-0.7,2,-20,-2,13,-1,0,-6,2.5,28
Cc1nn(Cc2ccccc2Cl)c2sc(C(=O)OC3CCCC3=O)cc12 (stereo not given),-3,0.1,-4,1,0,-4,-18,16,-9,1.0,21
O=C(N1CCOCC1)N1CCN(S(=O)(=O)c2ccc(Cl)cc2)CC1,-6,-0.1,-3,-7,-1,-6,0,6,22,-0.6,11
CN1C(C(=O)c2ccccc2)=C(N)c2ccccc2S1(=O)=O,-1,0.0,-5,-24,2,4,-9,0,11,-1.1,4
CC1(C)CC(=NOC(=O)c2ccccc2)CC(C)(C)N1,-5,-0.1,0,-2,2,6,11,-1,12,-0.8,-8
COC(=O)CN1C(=O)C(O)(CC(=O)c2ccc(C)cc2)c2ccccc21 (stereo not given),/,0.5,1,8,3,6,-5,-3,-28,-0.3,-33
Cc1cccc(C)c1NC(=O)CN1CCN(C(=O)c2ccc(OCc3cn4ccccc4n3)cc2)CC1,-17,-0.1,2,4,/,-1,1,-8,-13,0.4,-9
CN(C)CC(=O)Nc1nc(-c2ccccc2)cs1,0,-0.3,3,-9,2,-3,-3,4,-93,1.2,-72
O=C(NCc1ccc(Cl)cc1Cl)c1ccc2nc[nH]c2c1,-3,-0.2,0,-25,0,7,-6,1,6,-0.6,14

# Laid out differently: entries from further up.
compound	CaV13 FRET inh	aDG glyco up	PDI turbidity	NR2E3 ag-1	NR2E3 ag-2	MITF TRPM1 inh	Vif imaging	Granule exo inh	HIF-2a block	iPSC survival up	Peg3 prom inh
Cc1nn(Cc2ccccc2Cl)c2sc(C(=O)OC3CCCC3=O)cc12 (stereo not given)	-3	0.1	-4	1	0	-4	-18	16	-9	1.0	21
O=C(N1CCOCC1)N1CCN(S(=O)(=O)c2ccc(Cl)cc2)CC1	-6	-0.1	-3	-7	-1	-6	0	6	22	-0.6	11
CN1C(C(=O)c2ccccc2)=C(N)c2ccccc2S1(=O)=O	-1	0.0	-5	-24	2	4	-9	0	11	-1.1	4
CC1(C)CC(=NOC(=O)c2ccccc2)CC(C)(C)N1	-5	-0.1	0	-2	2	6	11	-1	12	-0.8	-8
COC(=O)CN1C(=O)C(O)(CC(=O)c2ccc(C)cc2)c2ccccc21 (stereo not given)	/	0.5	1	8	3	6	-5	-3	-28	-0.3	-33
Cc1cccc(C)c1NC(=O)CN1CCN(C(=O)c2ccc(OCc3cn4ccccc4n3)cc2)CC1	-17	-0.1	2	4	/	-1	1	-8	-13	0.4	-9
CN(C)CC(=O)Nc1nc(-c2ccccc2)cs1	0	-0.3	3	-9	2	-3	-3	4	-93	1.2	-72
O=C(NCc1ccc(Cl)cc1Cl)c1ccc2nc[nH]c2c1	-3	-0.2	0	-25	0	7	-6	1	6	-0.6	14

# Later entries.
SMILES,CaV13 FRET inh,aDG glyco up,PDI turbidity,NR2E3 ag-1,NR2E3 ag-2,MITF TRPM1 inh,Vif imaging,Granule exo inh,HIF-2a block,iPSC survival up,Peg3 prom inh
N=C1C(c2nc3ccccc3[nH]2)=C(O)CN1C1CCCCC1,-5,-0.2,2,-72,3,-94,9,10,-261,-0.9,-202
O=C(CCCOc1ccc(Cl)cc1Cl)Nc1ccccc1C(=O)O,-5,-0.2,-3,-134,4,-51,-4,2,-348,1.2,-269
COc1ccccc1NC(=O)COc1ccc(C(=O)NC2CCCc3ccccc32)cc1OC (stereo not given),-7,-0.2,2,-27,-1,14,31,1,8,0.3,6
CN(C)CCCOc1ccc2c(c1)Sc1ccccc1CC2=O,-3,0.1,14,-4,-2,7,-9,1,7,-0.9,-6
O=C(Nc1c2c(nn1-c1cccc(Cl)c1)CS(=O)(=O)C2)C1CC1,-2,-0.3,-1,2,2,4,14,-2,12,-0.3,0

# Record cards, from the list above. Order of values: CaV13 FRET inh, aDG glyco up, PDI turbidity, NR2E3 ag-1, NR2E3 ag-2, MITF TRPM1 inh, Vif imaging, Granule exo inh, HIF-2a block, iPSC survival up, Peg3 prom inh
# CN(C)CCCOc1ccc2c(c1)Sc1ccccc1CC2=O is listed with -3, 0.1, 14, -4, -2, 7, -9, 1, 7, -0.9, -6
# O=C(Nc1c2c(nn1-c1cccc(Cl)c1)CS(=O)(=O)C2)C1CC1 is listed with -2, -0.3, -1, 2, 2, 4, 14, -2, 12, -0.3, 0

# This is a random part of the collection. About 3.5% of those tested had a hit in this group.
